# D3 antag = antagonists of human D3 dopamine receptor. P35462. D3R cells, DiscoveRx beta-arrestin luminescence, antagonist mode; stronger effect = lower value. max response, negative = inhibition, %. actives 2.5% (n = 360,000); in the data active means max response below about -50%; inconclusive means no clear call, values can overlap the other calls; further: on the % scale 0 is the no-effect control and ±100 the full control effect; mostly tested at two doses, the higher about 12 µM
#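 Cells expressing the human receptor were seeded at 1500 cells/well, incubated overnight at 37 degrees C in 5% CO2, then exposed to library compounds with dopamine controls for 90 minutes at 37 degrees C before luminescent detection.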
# GLP1R inv ag = acts as inverse agonist at human GLP-1 receptor | P43220 | HEK293 GLP-1R CRE-luciferase, luminescence, 24 h; GLP-1R form is constitutively active | Potency, µM (series often up to 38.3 µM), for inactives: top-dose activity change, negative = inhibition, usual class: inhibitors | actives 1.6% (n = 410,000); further: potency means the concentration at half of the fitted maximal effect; on the % scale 0 is the no-effect control and ±100 the full control effect; nearly all actives have a fitted effect of over 55% in size
# Target sequence (P43220 whole entry, looked up): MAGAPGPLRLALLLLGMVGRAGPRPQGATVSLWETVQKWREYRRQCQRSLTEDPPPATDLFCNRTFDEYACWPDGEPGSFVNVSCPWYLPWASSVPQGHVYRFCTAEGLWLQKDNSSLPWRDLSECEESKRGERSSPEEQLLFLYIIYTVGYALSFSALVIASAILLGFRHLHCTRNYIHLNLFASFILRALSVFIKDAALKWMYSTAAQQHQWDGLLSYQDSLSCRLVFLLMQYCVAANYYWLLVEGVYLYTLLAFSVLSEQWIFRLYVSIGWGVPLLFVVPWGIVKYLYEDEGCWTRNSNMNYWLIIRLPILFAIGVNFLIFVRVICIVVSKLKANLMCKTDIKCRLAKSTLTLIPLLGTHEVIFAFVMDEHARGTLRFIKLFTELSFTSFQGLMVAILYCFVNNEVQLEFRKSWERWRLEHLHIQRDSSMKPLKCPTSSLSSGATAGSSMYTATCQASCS
#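 Stable HEK293 clone (constitutively active GLP-1R + cAMP-response luciferase); 200 cells/uL plated, 12 h pre-culture, compound 24 hr, 37 deg C/5% CO2; detection reagent 12 min RT; luminescence.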
# PTHR1 agonist = agonists of human PTHR1 parathyroid hormone receptor; actives 0.075% (n = 410,000); Q03431; Potency, µM (doses to about 115 µM), inactives show at the highest dose activation, usual class: activators; HEK293 GP2 PTHR1 cells, GloSensor cAMP luminescence, 1 h; further: potency means the concentration at half of the fitted maximal effect; nearly all actives have a fitted effect of over 55% in size; some results filed as inactive show a strong effect at the top dose; inactives centre near -15; many of its hits are not listed in these tables
# Target sequence (Q03431 whole entry, looked up): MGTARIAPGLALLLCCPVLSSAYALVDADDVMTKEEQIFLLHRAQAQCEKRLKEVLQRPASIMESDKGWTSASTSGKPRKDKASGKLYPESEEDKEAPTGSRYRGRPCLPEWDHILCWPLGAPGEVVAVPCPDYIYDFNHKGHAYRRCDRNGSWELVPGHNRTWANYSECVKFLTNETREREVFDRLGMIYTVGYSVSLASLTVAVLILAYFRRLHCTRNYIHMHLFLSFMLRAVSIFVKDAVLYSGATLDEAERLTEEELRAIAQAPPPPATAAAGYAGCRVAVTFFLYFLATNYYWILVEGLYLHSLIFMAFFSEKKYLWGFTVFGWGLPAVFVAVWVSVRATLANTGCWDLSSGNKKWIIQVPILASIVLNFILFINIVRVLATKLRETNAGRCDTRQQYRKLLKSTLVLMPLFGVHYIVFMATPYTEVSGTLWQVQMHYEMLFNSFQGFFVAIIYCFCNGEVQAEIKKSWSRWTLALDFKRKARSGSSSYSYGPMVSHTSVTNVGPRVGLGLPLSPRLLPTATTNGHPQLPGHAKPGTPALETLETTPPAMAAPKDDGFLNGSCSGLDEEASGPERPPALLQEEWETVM
#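 HEK-293-derived GP2 cells expressing PTHR1 and a GloSensor cAMP reporter, 3,000/well, plated overnight, given luciferin plus IBMX (each 0.5 mM as added) for 1 h at 37 °C, then compound for 1 h at 37 °C. Luminescence was read after 15 min at room temperature.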
# FUS yeast rescue = FUS proteinopathy suppression in yeast; Potency, µM (series often up to 76.6 µM), inactives show at the highest dose growth rescue (activation), usual class: activators; actives 0.24% (n = 390,000); AID 1347120; S. cerevisiae FUS-expressing, growth rescue, OD600, 24 h;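 further: potency means the concentration at half of the fitted maximal effect; plate controls were DMSO vehicle for no effect and reference control for full effect; nearly all actives have a fitted effect of over 55% in size; some results filed as inactive show a strong effect at the top dose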
#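 Restored growth of FUS-toxic S. cerevisiae, read as 600 nm absorbance after 24 h at 30C in galactose medium (starting OD 0.005). Controls CP55940 and DMSO.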
# Abeta yeast res = A-beta toxicity reversal in yeast; yeast expressing A-beta42, growth rescue, OD600, 48 h; response scale: 0% DMSO, 100% iron-clioquinol control; Potency, µM (doses to about 46.1 µM), for the others: top-dose growth rescue, hits mostly activators; actives 0.063% (n = 410,000); AID 1347071; further: potency means the concentration at half of the fitted maximal effect; nearly all actives have a fitted effect of over 55% in size
#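 Yeast growth medium received pinned compounds, then yeast cells expressing toxic A-beta were added; plates incubated at 30 C for 48 hr. Growth read as absorbance at 600 nm, normalized to DMSO and equimolar FeCl3 plus clioquinol controls.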
# aSyn yeast inh = alpha-synuclein toxicity inhibition in yeast; Potency, µM (doses to about 46.1 µM), for the others: at the top dose growth rescue (activation), usual class: activators; Yeast expressing alpha-synuclein, growth rescue, BacTiter-Glo, 24 h; actives 0.14% (n = 370,000); further: potency means the concentration at half of the fitted maximal effect; % of control where 0% means no effect; nearly all actives have a fitted effect of over 65% in size
#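 Screening used galactose-induced yeast with toxic alpha-synuclein levels, exposed to compound for 24 hr at 30 deg C. Cell growth, read with BacTiter-Glo luminescence, gave the measured signal.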
# TDP43 rescue = inhibitors of TDP-43 toxicity in yeast; actives 1.8% (n = 410,000); AID 652104; Potency, µM (top dose mostly 46.1 µM), for the others: at the highest dose growth rescue (activation), hits mostly activators; TDP-43 expressing yeast growth rescue, BacTiter-Glo, 24 h; further: potency means the concentration at half of the fitted maximal effect; % of control where 0% means no effect; nearly all actives have a fitted effect of over 50% in size
#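 Readout is BacTiter-Glo luminescence of cell growth, so inhibitors register as activators. TDP-43-expressing yeast at OD600=0.02 in galactose medium, after raffinose pregrowth to mid-log, were incubated with compound for 24 hr at 30 deg C.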
# pAkt inh = blocks phosphorylation of Akt. activity change, % for hits at 50 µM. actives 0.32% (n = 360,000). Neuro2A IGF-stimulated pAkt S473 HTRF, 20 min; stronger effect = lower value; in the data active means activity change below about -80%; inconclusive means mostly about -51% to -80%; further: on the % scale 0 is the no-effect control and ±100 the full control effect
#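 Neuro2A cells (4,500/well, DMEM with 0.5% FBS) were treated with compound at a single 50 µM final concentration, stimulated with 6 nM IGF for 20 min at 37 °C, and lysed. Phospho-Akt Ser473 was read by HTRF as 665/615 ratio ×10^4.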
# GLP1R ag = GLP-1 receptor (human) agonism. actives 0.007% (n = 380,000). HEK293 GLP-1R CRE-luciferase, luminescence, 4-6 h; cells express a hypersensitive GLP-1R form. AID 624172. Potency, µM (highest dose often 45.6 µM), for inactives: top-dose activation, hits mostly activators; further: potency means the concentration at half of the fitted maximal effect; % of control where 0% means no effect
# * hit, by the source's call; i = inactive; ? = inconclusive; . = not tested or not shown; [ ] = dose if it differs, or a comment. Unless noted, the call rests on the fitted dose curve; in most records, active means well fitted curve in the direction sought with a large enough effect; inconclusive means small, poorly fitted or top-dose-only effect, or another doubt; inactive means no such curve, though single readings can be large; an effect the other way counts as inactive or inconclusive. The list is partial. The share of hits here may be higher or lower than overall.
SMILES,D3 antag,GLP1R inv ag,PTHR1 agonist,FUS yeast rescue,Abeta yeast res,aSyn yeast inh,TDP43 rescue,pAkt inh,GLP1R ag
COc1ccc(OC)c(C2C3=C(CCCC3=O)Nc3c2c(=O)n(C)c(=O)n3C)c1 (stereo unspecified),11.2,25.5%,i,21.7%,9.7%,6.2%,14.8%,i,-8.9%
CC(C)CCn1nnnc1CN1CCN(C(=O)c2ccco2)CC1,6.7,2.4%,i,24.1%,11.8%,0.0%,-16.9%,i,5.4%
O=C(NC1CCOc2ccccc21)c1ccc(Cl)nc1 (stereo unspecified),2.2,-17.5%,i,4.1%,0.0%,2.4%,-6.2%,i,5.8%
O=C1c2cccc3c(N4CCOCC4)c([N+](=O)[O-])cc(c23)C(=O)N1c1cccc2ccccc12,0.0,-9.2%,i,.,-7.4%,-4.5%,9.8%,i,-2.0%
Cc1cccc(Cn2cc(/C=C(/C#N)C(=O)Nc3cccc(Cl)c3)c3ccccc32)c1,.,-18.8%,i,-4.9%,-4.6%,-5.6%,33.9%,.,.
C=COC(=O)c1sc2nc(C)cc(C)c2c1N,15.5,26.8%,i,14.4%,-10.9%,7.9%,?,i,7.5%
CCS(=O)(=O)N1Cc2ccccc2CC1C(=O)N(C)Cc1ccc(OC)cc1OC (stereo unspecified),4.5,?,-21.6%,23.9%,0.4%,3.7%,4.8%,i,11.4%
O=C(CSc1nnc(Cc2ccc(Cl)cc2)o1)Nc1ccccc1,13.9,2.7%,-14.8%,-22.1%,24.6%,0.4%,?,i,-0.3%
O=c1[nH]c(CN2CCN(c3ccc(F)cc3)CC2)nc2ccccc12,0.0,0.8%,i,7.6%,-1.2%,0.7%,7.7%,i,-6.1%
O=C(NCc1ccc(F)cc1)c1cc(-c2ccccn2)nc2ccc(S(=O)(=O)N3CCOCC3)cc12,-2.4,3.9%,-11.8%,-39.3%,2.9%,-4.2%,-2.9%,i,2.9%
Cc1c(=O)n(OCc2ccc(Cl)cc2)c2ccccc2[n+]1[O-],13.5,11.3%,-3.1%,-17.1%,0.2%,0.8%,?,i,5.7%
Cc1ccc(C)c(OCc2ccc(C(=O)Nc3ccc([N+](=O)[O-])cn3)o2)c1,0.5,10.0%,-38.7%,5.7%,-6.7%,2.7%,12.6%,i,-2.2%
Fc1cccc(-n2ncc3c2ncn2nc(Cc4ccccc4)nc32)c1,.,6.5%,i,-21.5%,3.0%,.,25.2%,.,.
COc1cc2c(cc1OC)CN(C(=O)c1ccc(Cl)c(S(=O)(=O)N3CCCC3)c1)CC2,10.4,5.1%,-17.9%,?,-0.8%,-1.8%[1.84 µM],9.7%,i,20.1%
Cc1c(NC(=O)C(C)OC(=O)c2cccc(S(=O)(=O)N(C)C)c2)c(=O)n(-c2ccccc2)n1C (stereo unspecified),4.6,-5.1%,i,5.5%,12.5%,1.2%,2.6%,i,0.4%
Cc1ccc(NS(=O)(=O)c2ccc(C(C)(C)C)cc2)cn1,-6.4,13.6%,-9.2%,-14.4%,-14.5%,-1.1%,-9.8%,i,2.1%
O=C(NN=Cc1ccc(F)cc1)c1cccc(S(=O)(=O)N2CCCC2)c1,?,-24.2%,-2.6%,.,-0.6%,-3.9%,18.5%,i,24.0%
Cc1c(/C=C/C(=O)c2cccs2)cnn1C,-27.3,17.0%,-9.6%[57.5 µM],3.6%,-40.9%[inhibitor],15.2%,0.0%,i,2.0%
CCOC(=O)NC(=O)C(=CNc1ccccc1OC)C(=O)NC(=O)OCC,-12.4,16.1%,-7.3%,14.0%,0.0%,3.1%,-19.2%,i,11.6%
CC1CN(C(=O)c2cccs2)CC(C)O1 (stereo unspecified),-6.3,0.0%,-13.7%,-17.3%,1.3%,0.7%,-11.7%,i,-0.3%

# Continued, starting with the last 3 of the part before.
SMILES,D3 antag,GLP1R inv ag,PTHR1 agonist,FUS yeast rescue,Abeta yeast res,aSyn yeast inh,TDP43 rescue,pAkt inh,GLP1R ag
Cc1c(/C=C/C(=O)c2cccs2)cnn1C,-27.3,17.0%,-9.6%[57.5 µM],3.6%,-40.9%[inhibitor],15.2%,0.0%,i,2.0%
CCOC(=O)NC(=O)C(=CNc1ccccc1OC)C(=O)NC(=O)OCC,-12.4,16.1%,-7.3%,14.0%,0.0%,3.1%,-19.2%,i,11.6%
CC1CN(C(=O)c2cccs2)CC(C)O1 (stereo unspecified),-6.3,0.0%,-13.7%,-17.3%,1.3%,0.7%,-11.7%,i,-0.3%
CC(=O)Nc1ccc(S(=O)(=O)NC2(C(F)(F)F)C(=O)Nc3c2c(=O)[nH]c(=O)n3-c2ccc(C)c(C)c2)cc1 (stereo unspecified),.,0.6%,-24.3%,6.3%,13.2%,.,20.6%,.,.
Cc1nc(C(F)(F)F)ccc1C(=O)NN1CCOCC1,19.9,-17.7%,i,4.4%,-9.0%,8.2%,-10.8%,i,2.8%
CC(C)CN(C(=O)COC(=O)c1ccc2ccccc2n1)C1CCS(=O)(=O)C1 (stereo unspecified),9.2,1.2%,i,10.3%,-13.1%,-4.7%,27.8%,i,-0.5%
CCOc1ccccc1C(=O)NC1CC2CCCC(C1)N2Cc1ccccc1 (stereo unspecified),-77.3*,0.6%,i,-4.6%,14.0%,-5.8%,-2.9%,i,-10.9%
O=c1cc(N2CCc3ccccc3C2)[nH]c(=O)n1C1CCCCC1,-14.6,58.7%[activator],-5.0%[57.5 µM],-7.9%,7.6%,2.6%,6.5%,.,3.3%
O=C1c2ccsc2SCCN1Cc1ccccc1Cl,0.0,?,-7.4%,-4.6%,5.6%,4.9%,5.1%,i,5.8%
Cc1cc(Cl)ccc1NC(=S)N1CCN(C(=O)c2ccco2)CC1,-12.2,-29.0%,-10.7%,14.1%,4.3%,-0.5%,0.7%,i,-9.1%
CC(=O)Nc1ccc(S(=O)(=O)NCCC(=O)OCC(=O)NCc2ccccc2)cc1,4.3,0.3%,i,10.9%,-1.3%,3.8%,4.4%,i,6.6%
N=c1oc2ccccc2cc1C(=O)N/N=C/c1ccccc1,23.0,0.0%,-35.2%[inhibitor],.,6.5%,-8.9%,11.1%,i,-5.9%
CCOC(=O)c1cc2sccc2n1Cc1ccccc1,9.7,-9.5%,-4.8%,16.5%,24.0%,-6.1%,0.5%,i,4.5%
O=C(NCCc1ccccc1)C(=O)NCC1OCCCN1S(=O)(=O)c1ccc(F)cc1 (stereo unspecified),?,-6.0%,-5.2%,.,-8.4%,3.6%,7.8%,i,-3.0%
CC1CCC2C(=O)N(c3ccc(C(=O)NCc4ccccc4)cc3)C(=O)C2C1 (stereo unspecified),-3.4,4.2%,i,.,?,14.2%,28.1%,i,1.4%
CC1(CCC#N)N=C(SCCC#N)N(c2ccccc2)C1=O (stereo unspecified),15.7,5.2%,i,0.4%,?,-9.9%,7.3%,-117.3%*,-20.3%
c1cncc(-c2nc(-c3ccco3)cs2)c1,-63.1*,14.2%,-26.0%[57.5 µM],35.0%,-44.6%[inhibitor],3.8%,18.6%,i,4.8%
COc1ccccc1OCC(=O)Nc1ccc(S(=O)(=O)Nc2onc(C)c2C)cc1,-6.4,18.5%,i,9.0%,-0.7%,-0.7%,1.8%,i,3.6%
ClCC1NCC(c2ccccc2Cl)c2c1[nH]c1ccccc21 (stereo unspecified),-9.9,?,-12.1%,12.9%,-1.3%,2.2%,7.5%,i,-1.6%
COc1cc(NC(=O)c2c(F)cccc2F)nc(OC)n1,10.5,0.0%,i,?,-8.4%,-1.7%,-17.4%,i,26.5%
Cc1nn(C)cc1C(C(=O)NC1CCCCC1)N(C(=O)Cn1nnc2ccccc21)c1ccc(F)cc1 (stereo unspecified),10.7,1.9%,i,-6.4%,18.2%,2.4%,-10.6%,i,1.9%
CCOc1ccc(C(=O)Nc2ccc(C(=O)N3CCOCC3)cc2)c(OCC)c1,-2.8,31.1%[activator],-7.8%,24.0%,5.4%,-3.1%,-6.9%,i,7.9%
CCOC(=O)C1=C2N(C)c3ccccc3N2CCC1=O,?,24.0%,-3.3%,-49.6%,25.0%[9.22 µM],-10.1%,13.7%,i,-4.2%
CCCn1c2c(c(O)c(C(=O)Nc3ccccc3)c1=O)CCCC2,-19.0,0.0%,-17.3%,.,0.0%,-2.5%,-12.6%,i,1.3%
O=C(Cn1cc2c(n1)CCCC2)Nc1cc(-c2cccc(Cl)c2)no1,17.4,?,-64.5%[inhibitor],1.3%,?,22.2%,4.2%,i,-3.0%
COc1ccc(Cl)cc1C(=O)NCCCN1CCOCC1,1.3,12.3%,i,-17.9%,-5.1%,5.7%,-2.0%,i,-2.3%
COc1ccc(Nc2nc(-c3sc(C)nc3C)cs2)c(OC)c1,21.8,-23.7%,-41.0%,29.6%,-21.8%,-13.7%,15.8µM*,i,?
CCN(CC)CCCNC(=S)N(Cc1cccnc1)Cc1cc2cc(C)cc(C)c2[nH]c1=O,5.9,?,-8.6%,16.0%,8.9%,-0.9%,-20.6%,i,7.6%
CCOC(=O)C1=CCN(S(=O)(=O)c2ccccc2Cl)C1c1cccc(F)c1 (stereo unspecified),9.1,?,-4.4%,12.0%,-11.0%,4.7%,?,i,6.4%
Cc1[nH]nc2c1C(c1cccs1)C1=C(CC(C)(C)CC1=O)N2 (stereo unspecified),-24.6,-11.1%,i,4.3%,-6.4%,0.5%,9.1%,i,-0.7%
O=C(Nc1nccs1)c1ccc(CSc2ccccc2)o1,-22.4,?,-80.8%[inhibitor],16.8%,7.6%,-17.8%,11.2µM*,i,23.6%
CC(C)(O)C(=O)NN(Cc1ccccc1)c1ccccc1,5.2,-5.7%,i,-4.3%,-11.8%,0.6%,6.1%,i,1.2%

# Screening data: PubChem BioAssay, National Center for Advancing Translational Sciences (NCATS)
